# Screens deposited in PubChem by National Center for Advancing Translational Sciences (NCATS).
# Giardia killer: Small Molecules that selectively kill Giardia lamblia: qHTS. Giardia lamblia trophozoite viability. activity change, % at 7.66 µM, hits read low. actives 0.15% (n = 340,000); in the data active means activity change below about -80%; inconclusive means between about -30% and that limit;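 further: parasites exposed to compound for two days anaerobically before the ATP read; on the % scale 0 is the no-effect control and ±100 the full control effect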
#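 Giardia lamblia trophozoites (100 cells/well) were incubated with compounds for 48 h at 37 deg C under anaerobic conditions. Viability was read as ATP content by one-step luminescence after 15-30 min at room temperature.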
# GALK inh: qHTS Assay for Inhibitors of Human Galactokinase (GALK) | Purified GALK, Kinase-Glo residual ATP luminescence | P51570 | actives 0.007% (n = 270,000) | Potency, µM (doses to about 57.5 µM), without a hit: at the top dose activity change, negative = inhibition, hits mostly inhibitors; further: potency means the concentration at half of the fitted maximal effect; on the % scale 0 is the no-effect control and ±100 the full control effect
# Target sequence (P51570 whole entry, looked up): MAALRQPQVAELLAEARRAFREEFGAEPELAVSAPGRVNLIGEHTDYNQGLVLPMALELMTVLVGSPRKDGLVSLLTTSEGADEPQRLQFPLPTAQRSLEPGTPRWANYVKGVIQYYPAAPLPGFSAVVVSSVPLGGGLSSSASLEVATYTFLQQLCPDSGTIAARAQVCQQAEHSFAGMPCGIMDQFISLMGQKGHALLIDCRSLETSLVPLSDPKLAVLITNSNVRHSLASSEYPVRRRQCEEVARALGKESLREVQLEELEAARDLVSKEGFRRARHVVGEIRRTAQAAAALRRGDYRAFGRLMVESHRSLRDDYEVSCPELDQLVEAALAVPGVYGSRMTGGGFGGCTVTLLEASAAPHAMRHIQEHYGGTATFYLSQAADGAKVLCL
#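 Luminescence from leftover ATP (Ultra-Glo luciferase/luciferin) served as read-out after a 1 h room-temperature reaction of 5 nM GALK with 35 uM ATP and 100 uM galactose.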
# USP2a block: qHTS Assay for Inhibitors of Ubiquitin-specific Protease USP2a Using CHOP2 as the Reporter | actives 0.01% (n = 330,000) | AID 463254, 2010 | Potency, µM (highest dose often 38.3 µM), for the others: at the highest dose activity change, negative = inhibition, hits mostly inhibitors | USP2 core, Ub-CHOP2 coupled fluorogenic reporter, 485/531 | Ubiquitin carboxyl-terminal hydrolase 2 (Homo sapiens), O75604;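 further: potency means the concentration at half of the fitted maximal effect; plate controls were DMSO wells for no effect and full inhibition by NEM control for full effect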
# Target sequence (O75604 whole entry, looked up): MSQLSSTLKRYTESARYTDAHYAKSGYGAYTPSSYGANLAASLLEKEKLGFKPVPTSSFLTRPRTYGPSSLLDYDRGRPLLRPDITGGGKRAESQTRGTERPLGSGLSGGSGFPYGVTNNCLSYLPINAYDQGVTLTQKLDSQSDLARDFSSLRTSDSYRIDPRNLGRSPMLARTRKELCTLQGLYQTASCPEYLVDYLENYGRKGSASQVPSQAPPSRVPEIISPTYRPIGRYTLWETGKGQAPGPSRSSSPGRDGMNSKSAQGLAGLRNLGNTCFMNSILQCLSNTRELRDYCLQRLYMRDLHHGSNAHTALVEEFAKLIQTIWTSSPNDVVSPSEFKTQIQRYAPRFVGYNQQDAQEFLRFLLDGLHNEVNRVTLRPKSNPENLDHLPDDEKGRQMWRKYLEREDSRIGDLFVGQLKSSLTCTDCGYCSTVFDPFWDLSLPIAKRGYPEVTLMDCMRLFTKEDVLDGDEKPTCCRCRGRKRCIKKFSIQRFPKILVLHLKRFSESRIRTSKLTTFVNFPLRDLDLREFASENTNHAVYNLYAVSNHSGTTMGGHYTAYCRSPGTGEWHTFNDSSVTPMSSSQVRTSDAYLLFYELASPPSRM
#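 Deubiquitinase activity read as fluorescence (485/531 nm) after Ub-CHOP2 cleavage activates the enterokinase reporter on its substrate; USP2 core 10nM, Ub-CHOP2 and substrate 25nM each, 30min compound preincubation then 60min RT; data normalized to NEM, curves fitted.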
# FBPA coupling cs: qHTS Assay for Inhibitors of Fructose-1,6-bisphosphate Aldolase from Giardia Lamblia: Coupling assay counterscreen | coupling enzyme system counterscreen, AmpLite Red fluorescence | activity change, negative = inhibition, % at 58.2 µM, hits read low | actives 0.67% (n = 290,000) | AID 2472, 2010; in the data active means activity change below about -30%; further: on the % scale 0 is the no-effect control and ±100 the full control effect
#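 Fluorescence at 525 nm excitation and 598 nm emission measured inhibition of the coupled detection system without aldolase. Compounds (at 57.5 uM final) were preincubated 10 min at room temperature with coupling enzyme reagent before a 20 min substrate/AmpLite Red step.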
# MLL CXXC-DNA inh: qHTS Fluorescence Polarization Assay for Inhibitors of MLL CXXC domain - DNA interaction | Histone-lysine N-methyltransferase 2A (Homo sapiens), Q03164 | MLL-CXXC / FITC-HOXA9 DNA fluorescence polarization | Potency, µM (titrated, usually from 115 µM), inactives show at the top dose activity change, negative = inhibition, hits mostly inhibitors | actives 0.037% (n = 290,000) | AID 2662, 2010; active means well fitted inhibition curve with a large enough effect in the polarisation, with a control signal flat, not every such curve was filed as active; inconclusive means small, poorly fitted or top-dose-only effect, or effect the other way, or a change in a side signal; inactive means no such curve, though single readings can be large or run the other way; the % refers to the polarisation; further: potency means the concentration at half of the fitted maximal effect
#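 Purified MLL-CXXC (added from a 7 uM solution) was preincubated 5 min at ambient with pinned compounds in 50 mM Tris-HCl pH 7.5, 50 mM NaCl, 1 mM DTT, 0.05% BSA. Fluorescein-labeled HOX-A9 DNA (50 nM solution) followed, 30 min, then polarization read.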
# KCNH2 WT inh: qHTS for Inhibitors of KCHN2 3.1: Wildtype qHTS; Voltage-gated inwardly rectifying potassium channel KCNH2 (Homo sapiens), Q12809; U2OS, BacMam KCNH2, thallium flux FluxOr; hits give low values; activity change, % at 1.84 µM; actives 0.37% (n = 340,000);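 active means maximum activity change below -70%; inconclusive means maximum activity change between -70% and -50%; inactive means maximum activity change above -50%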; further: on the % scale 0 is the no-effect control and ±100 the full control effect
#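 U2OS cells were transduced with wild-type KCNH2 virus (2.03 x 10^8 / mL) for 4 h at room temperature, then cultured overnight at 37 C. Thallium flux was read with FluxOr dye. Rate constants were normalized to DMSO controls.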
# TRPV1 agonist: HTS Assay for Compounds that Act as Agonists of the Vanilloid Receptor 1 | Transient receptor potential cation channel subfamily V member 1 (Homo sapiens), Q8NER1 | TRPV1-expressing cells, Fluo-8 calcium influx, agonist mode | activation, % at 8.33 µM | actives 0.19% (n = 320,000) | AID 540275, 2011; in the data active means activation above about 80%; inconclusive means between about 30% and that limit; further: 0% is about no effect
#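 TRPV1-expressing cells were cultured overnight at 35.5C and loaded with Fluo-8 calcium dye for 40 to 90 min at room temperature. After a 10 s baseline, compound was added and calcium influx was read kinetically for 3 min (ex 480/em 520 nm).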
# PKM2 activator: qHTS Assay for Activators of Human Muscle isoform 2 Pyruvate Kinase. purified PKM2, Kinase-Glo ATP luminescence, activation; response scale: 0% is enzyme alone, no compound. Potency, µM (highest dose often 57.5 µM), for the others: top-dose activation, usual class: activators. actives 0.34% (n = 260,000); further: potency means the concentration at half of the fitted maximal effect; on the % scale 0 is the no-effect control and ±100 the full control effect; nearly all actives have a fitted effect of over 55% in size
#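 Kinase-Glo luminescence reports ATP generated from ADP (0.1 mM) and PEP (0.5 mM) by purified hPK-M2 after 1 h at room temperature, pH 7.2 imidazole buffer; intermediate enzyme activity allows detecting inhibitors and activators.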
# B2AR arrestin: qHTS assay of beta-arrestin-biased ligands of beta2-adrenergic receptor. Potency, µM (highest dose often 46.1 µM), for the others: top-dose activation, actives largely listed as activators. actives 0.02% (n = 330,000). beta-arrestin recruitment to beta2AR, cell-based reporter. AID 492947, 2010;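 further: potency means the concentration at half of the fitted maximal effect; 0% = DMSO controls and full agonism = EC100 isoproterenol or metaproterenol; nearly all actives have a fitted effect of over 65% in size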
# KCNH2 3.1 block: qHTS for Inhibitors of KCHN2 3.1: Mutant qHTS; Potassium voltage-gated channel subfamily H member 2, brain isoform KCNH2 3.1 (human); U2OS KCNH2 3.1, thallium flux FluxOr; hits give low values; actives 0.95% (n = 340,000); AID 720553, 2013; activity change, % (tested at about 1.8 µM);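 active means maximum activity change below -70%; inconclusive means maximum activity change from -70% to -50%; inactive means maximum activity change above -50%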;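 further: thallium influx rate constant from kinetic fluorescence after stimulation buffer; on the % scale 0 is the no-effect control and ±100 the full control effect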
#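 Measured as rate of thallium-driven FluxOr signal in transduced U2OS cells carrying the 3.1 channel, read kinetically for 2 min upon stimulation; values are rate constants scaled to DMSO control wells.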
# Menin MLL FP TR: qHTS Assay for Inhibitors Targeting the Menin-MLL Interaction in MLL Related Leukemias: Competition With Texas Red Labeled MLL-derived Mutant Peptide; Menin + Texas Red MLL mutant peptide, fluorescence polarization; Potency, µM (top dose mostly 61.6 µM), for inactives: at the highest dose FP activity change, negative = inhibition, hits mostly inhibitors; actives 0.23% (n = 270,000); active means well fitted inhibition curve with a large enough effect in the polarisation, with a control signal flat, not every such curve was filed as active; inconclusive means small, poorly fitted or top-dose-only effect, or effect the other way, or a change in a side signal; inactive means no such curve, though single readings can be large or run the other way; the % refers to the polarisation; further: potency means the concentration at half of the fitted maximal effect; % of control where 0% means no effect; many of its hits are not listed in these tables
# The depositor's hits bear a star; u = inconclusive; x = no result given; [ ] = remark or other dose. Unless noted, the call rests on the fitted dose curve; in most records, active means well fitted curve in the direction sought with a large enough effect; inconclusive means small, poorly fitted or top-dose-only effect, or another doubt; inactive means no such curve, though single readings can be large; an effect the other way counts as inactive or inconclusive. A portion of the library, so the mix of outcomes need not match the whole.
SMILES,Giardia killer,GALK inh,USP2a block,FBPA coupling cs,MLL CXXC-DNA inh,KCNH2 WT inh,TRPV1 agonist,PKM2 activator,B2AR arrestin,KCNH2 3.1 block,Menin MLL FP TR
O=C(c1ccc(CS(=O)c2ccccc2Cl)o1)N1CCCCCC1 (stereo not given),-12,-4%,2%,x,11%,-1,2,x,-0.1%,-13,x
Cc1ccc(S(=O)(=O)N2CCN(C(=O)COC(=O)c3c(C)noc3C)CC2)c(C)c1,-10,5%,0%,0,-1%,5,1,4%,0.1%,21,x
CC(C(=O)N(C)C1CCS(=O)(=O)C1)N1C(=O)/C(=C/c2cccs2)SC1=S (stereo not given),23,-1%,1%,-1,4%,-1,3,5%,0.1%,-8,-13%
CCOc1ccc(NC(=S)NC(=O)c2c(Br)cnn2C)c([N+](=O)[O-])c1,-1,x,5%,0,5%,-2,1,6%,0.5%,-2,u
O=C(CCN1C(=O)C2CC=CCC2C1=O)Nc1cccc(S(=O)(=O)N2CCCCC2)c1 (stereo not given),1,x,2%,x,x,-1,5,x,0.1%,-20,x
O=C(Cn1cnc2c(nnn2Cc2ccccc2)c1=O)N1CCN(c2ccccc2)CC1,-22,2%,0%,-1,-6%,4,4,2%,0.2%,-3,-2%
CN(c1ccccn1)c1ncnc2[nH]ncc12,12,4%,2%,1,-6%,-2,-9,-10%,-0.6%,-4,x
COc1ccc(C(C)(C)C)cc1NC(=O)COC(=O)c1cnc(C)cn1,-16,1%,2%,1,1%,6,0,-3%,-0.3%,-11,6%
Cc1ccc(S(=O)(=O)N(C)C)cc1NC(=O)[C@H](Cc1ccccc1)N1C(=O)c2ccccc2C1=O,u,1%,0%,-1,9%,1,-1,9%,0.6%,8,-6%
CN(c1ccccc1C(=O)Nc1ccc(S(=O)(=O)N2CCOCC2)cc1)S(C)(=O)=O,-15,-1%,0%,2,7%,0,4,1%,-0.2%,-1,-17%
CC(C)c1ccc(NC(=O)COc2nncc3ccccc23)cc1,-17,0%,3%,2,9%,22,10,9%,4.3%,-13,20%
COc1ccc(/C=C2\SC(=S)N(NS(=O)(=O)c3ccccc3)C2=O)c(OC)c1,-11,x,-2%,8,-2%,-2,-7,x,0.1%,-1,u
COCCNC(=O)/C(C#N)=C\c1ccc(CNC(=O)C(=O)Nc2ccc(C)c(C)c2)o1,-27,4%,4%,0,5%,-3,1,1%,0.4%,9,7%
CC(Sc1nnc(Cc2cccs2)n1C)C(=O)Nc1ccc(C(N)=O)cc1 (stereo not given),-3,x,2%,x,x,3,0,x,0.0%,-2,x
CC1(C)OC(=O)C(=Cc2ccc(-c3ccc(S(N)(=O)=O)cc3)o2)C(=O)O1,7,9%,-1%,2,u,2,-1,u,0.2%,-4,65%[activator]
COc1ccccc1N(C)C(=O)c1cc(S(=O)(=O)N2CCCC2)cn1C,-22,x,-1%,1,x,3,0,2%,-0.1%,-4,-27%
CN(C)/N=C/c1ccc([N+](=O)[O-])cc1[N+](=O)[O-],-16,5%,-5%,-6,u,-6,3,-6%,0.1%,-12,8%
COc1cccc(CN2CCCC(N3CCc4ccccc4C3)C2)c1O (stereo not given),20,0%,0%,1,-1%,26,3,1%,0.5%,-24,-6%
O=C(CC1S/C(=N/N=C/c2c[nH]c3ccccc23)NC1=O)Nc1ccccc1 (stereo not given),2,1%,0%,8,4%,-1,5,0%,-1.8%,-3,u
Fc1ccc(OCc2nc(-c3cccs3)no2)cc1,6,1%,8%,1,-2%,3,0,-2%,0.4%,-25,24%

# Part of the list above, with two lines to a compound.
# Order of results – Giardia killer, GALK inh, USP2a block, FBPA coupling cs, MLL CXXC-DNA inh, KCNH2 WT inh, TRPV1 agonist, PKM2 activator, B2AR arrestin, KCNH2 3.1 block, Menin MLL FP TR
CN(c1ccccn1)c1ncnc2[nH]ncc12
→ 12, 4%, 2%, 1, -6%, -2, -9, -10%, -0.6%, -4, x
COc1ccc(C(C)(C)C)cc1NC(=O)COC(=O)c1cnc(C)cn1
→ -16, 1%, 2%, 1, 1%, 6, 0, -3%, -0.3%, -11, 6%
Cc1ccc(S(=O)(=O)N(C)C)cc1NC(=O)[C@H](Cc1ccccc1)N1C(=O)c2ccccc2C1=O
→ u, 1%, 0%, -1, 9%, 1, -1, 9%, 0.6%, 8, -6%

# Other entries follow.
SMILES,Giardia killer,GALK inh,USP2a block,FBPA coupling cs,MLL CXXC-DNA inh,KCNH2 WT inh,TRPV1 agonist,PKM2 activator,B2AR arrestin,KCNH2 3.1 block,Menin MLL FP TR
O=C1C=CC(=O)N1c1ccc(I)cc1Cl,x,4%,0%,9,1%,x,-4,-4%,-1.2%,x,1%
Cn1c(=NC(=O)CS(=O)(=O)c2ccccc2)sc2cc([N+](=O)[O-])ccc21,-22,x,1%,x,x,6,1,x,0.0%,-7,x
Cc1cc(O)cc(=O)n1CCc1ccccc1,-14,-10%,-2%,1,-2%,-2,2,6%,0.5%,-8,-24%
CC(c1nc2ccccc2c(=O)[nH]1)N1CCCN(S(=O)(=O)c2ccc(F)cc2)CC1 (stereo not given),6,x,0%,x,x,-12,2,x,-0.1%,-12,x
N=c1c(C(=O)NCc2ccco2)cc2c(=O)n3ccccc3nc2n1CCc1ccccc1,5,8%,-1%,0,2%,-8,-2,0%,-0.2%,-37,-12%
CCN(CC)CCNC(=O)C(C)c1nn(C)c(=O)c2ccccc12 (stereo not given),-13,x,6%,4,-1%,11,-1,-7%,-0.1%,-24,-2%
CCOC(=O)N1CCN(Cc2cn3ccccc3n2)CC1,2,0%,3%,-1,-2%,-6,0,0%,-0.5%,16,-1%
CCn1c(=O)n(CC)c2cc(S(=O)(=O)N3CCC(c4ccccc4)CC3)ccc21,-4,-1%,-1%,1,6%,6,8,-5%,0.0%,1,u
O=C(O)Cn1nnc(-c2cccs2)n1,-17,-4%,2%,3,-4%,-3,0,1%,-1.0%,-12,-12%
COc1ccc(S(=O)(=O)NC2CC3CCC2C3)cc1Cl (stereo not given),-4,-2%,-1%,2,-4%,-13,15,7%,0.1%,8,16%
Cc1ccc(-n2nc3c(=O)n(CCCC(=O)NC4CCC(C)CC4)nc(C)c3c2C)cc1 (stereo not given),5,-6%,-2%,3,16%,-7,-3,x,-0.4%,14,-12%
Cc1ccc(-c2nn(-c3ccccc3)cc2C(=O)NCC2CCCO2)cc1 (stereo not given),-8,x,-2%,x,x,-3,u,x,-0.3%,-9,x
CCN(CC)c1ccc(NC(=S)Nc2ccc(F)cc2)cc1,-3,5%,0%,-25,3%,-5,u,3%,0.0%,2,-14%
Cc1ccc(N=Nc2c(N)[nH]n3c(=O)cc(C)nc23)cc1,2,1%,1%,-2,22%,-2,-4,-3%,-0.8%,-15,3%
Cc1cc(NC(=O)CSc2nc(-c3ccccc3Cl)nc3c2c(=O)n(C)c(=O)n3C)no1,-8,0%,3%,0,7%,-2,0,0%,0.2%,-11,-7%
COc1ccccc1CNC(=O)Cc1ccc(C)cc1,-5,8%,0%,-1,16%,x,13,-1%,0.2%,8,-11%
NNC(=O)CCN1CCCCC1,0,9%,0%,0,-5%,0,-3,4%,0.0%,-5,0%
COc1ccccc1/C=C1\SC(=S)N(CCC(=O)Nc2cc(C)on2)C1=O,0,0%,1%,-1,58%[activator],1,-1,-2%,0.2%,9,-14%
COc1ccc(C(C(=O)NC2CCCCC2)N(C(=O)c2cccs2)c2ccc3c(c2)OCO3)cc1 (stereo not given),-14,-4%,2%,-2,26%,1,19,9%,-0.7%,-11,u
Cc1cc(C(=O)Cn2cnc3ccccc3c2=O)c(C)n1C1CC1,60[activator],x,2%,x,x,-2,1,x,0.2%,-12,x
